# CHO parental Ca = counter-screen for OX1R antagonists: effect in parental CHO cells | parental CHO-K1, ATP-induced calcium, Fluo-8 fluorescence | inhibition, % at 5.6 µM | 0.63% of 330,000 active | AID 463079;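 active means inhibition above that plate's mean sample inhibition plus 3 SD, cut at about 26% in these data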;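 further: 0% = ATP-challenged DMSO wells and 100% = DMSO wells without ATP; some compounds past the cut are filed as inactive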
#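 Material – parental CHO cells · Reagent – ATP stimulus · Compound – single nominal dose of 5.6 µM per compound · Detection – Fluo-8 fluorescence · Read-out basis – percent inhibition of calcium signal · Controls – ATP-challenged DMSO wells low, unchallenged DMSO wells high · Repeats – no replicates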
# TAAR1 antag = antagonists of human TAAR1; Q96RJ0; CHO RD-HGA16 TAAR1, Fluo-8 calcium fluorescence, antagonist; inhibition, % at 3 µM; 1.5% of 360,000 active; AID 624466;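 active means inhibition above a per-plate cutoff, the mean inhibition of test compounds on that plate plus 3 SD, cut at about 49% in these data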;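 further: 0% = DMSO plus EC80 beta-PEA response and 100% = DMSO alone without agonist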
#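 Test system: RD-HGA16 CHO cells with stable hTAAR1 and Gα16 / Probe or stimulus: EC80 β-phenethylamine stimulus / Times: seeding 17-24 h prior, 75-min 37 °C, 30-min RT dye loading / Detection: Fluo-8 calcium-sensitive fluorescence / Read-out basis: % inhibition scaled between DMSO and EC80 PEA controls / Repeats: singlicate, one well per test compound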
# M1 ag parental = nonselective activator or artifact in parental CHO-K1 cells. Fluo-8 calcium fluorescence; scaled to maximal ATP response, vehicle zero. activation, % at 3 µM. 0.48% of 360,000 active; in the data active means activation above about 15%;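 further: untransfected CHO-K1 host cells lacking M1 receptor as counterscreen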
# CHO-K1 Ca antag = counter-screen for M1 antagonists: effect in parental CHO-K1 cells; ATP-induced calcium, Fluo-8 fluorescence; inhibition, % at 3 µM; 0.6% of 360,000 active;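 active means inhibition above a per-plate cutoff, the plate's mean sample inhibition plus 3 SD, cut at about 24% in these data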;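 further: 0% = DMSO plus EC80 ATP and 100% = DMSO alone without ATP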
# V1R ag counter = activates human V1a receptor in oxytocin agonist counter-screen. activation, % at 3 µM. CHO-V1R cells, Fluo-8 calcium fluorescence, agonist mode; 0% DMSO, 100% 3 nM vasopressin. 0.25% of 320,000 active. P37288. AID 2797;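 active means activation above the mean activation of all tested compounds plus 3 SD, per screening run, cut at about 20% in these data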;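 further: signal is peak over basal fluorescence ratio across a 100 second FLIPR read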
# Target sequence (P37288 whole entry, looked up): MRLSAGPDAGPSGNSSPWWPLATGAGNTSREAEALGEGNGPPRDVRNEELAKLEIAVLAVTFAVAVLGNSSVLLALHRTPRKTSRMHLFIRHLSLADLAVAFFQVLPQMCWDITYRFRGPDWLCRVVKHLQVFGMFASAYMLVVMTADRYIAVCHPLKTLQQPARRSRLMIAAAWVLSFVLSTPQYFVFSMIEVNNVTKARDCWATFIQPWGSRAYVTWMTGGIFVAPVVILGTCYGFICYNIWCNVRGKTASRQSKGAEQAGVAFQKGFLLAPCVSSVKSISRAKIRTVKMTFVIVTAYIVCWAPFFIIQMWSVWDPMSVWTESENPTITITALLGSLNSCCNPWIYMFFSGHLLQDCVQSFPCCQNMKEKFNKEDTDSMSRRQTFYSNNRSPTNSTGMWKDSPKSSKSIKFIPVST
# OXTR potentiate = potentiates the human oxytocin receptor response. P30559. CHO-OTR cells, Fluo-8 calcium fluorescence, potentiator mode; 0% = oxytocin EC15, 100% = EC100. activation, % at 3 µM. 0.061% of 320,000 active;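 active means activation above that plate's cutoff, the mean activation of tested compounds plus 3 SD, cut at about 6.6% in these data, passing the limit was not always enough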;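 further: 100% uses oxytocin at 75 nM as the full agonist control; some results filed as inactive read as strong as hits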
# Target sequence (P30559 whole entry, looked up): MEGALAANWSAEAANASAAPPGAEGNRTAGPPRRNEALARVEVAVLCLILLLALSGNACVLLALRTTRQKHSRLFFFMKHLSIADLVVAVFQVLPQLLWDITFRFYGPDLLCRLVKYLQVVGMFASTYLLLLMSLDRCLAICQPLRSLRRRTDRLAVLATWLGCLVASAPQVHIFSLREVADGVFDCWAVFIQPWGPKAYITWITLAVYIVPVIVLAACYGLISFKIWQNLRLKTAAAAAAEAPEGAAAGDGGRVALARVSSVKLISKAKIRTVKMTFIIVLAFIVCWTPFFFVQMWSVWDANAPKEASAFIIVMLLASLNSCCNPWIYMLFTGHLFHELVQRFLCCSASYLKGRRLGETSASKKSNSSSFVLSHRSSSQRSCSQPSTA
#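 System: human OTR in CHO cells / Also added: sub-maximal oxytocin, roughly EC15 / Control set: EC15 oxytocin low, 75 nM oxytocin high / Schedule: 6 min compound pre-incubation at room temperature, 100 s kinetic read / Compound: single-point 3.0 µM / Replication: singlicate / Technique: Fluo-8 calcium dye fluorescence / Read-out basis: % activation of max/min ratio relative to oxytocin controls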
# CHO-K1 Ca PAM = counter-screen for M1 PAMs: effect in parental CHO-K1 cells | ATP EC20, Fluo-8 calcium fluorescence; 0% at ATP EC20, 100% at ATP max | activation, % at 3 µM | 0.02% of 360,000 active;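 active means activation above the run cutoff, the mean activation of all test compounds plus 3 SD, cut at about 40% in these data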;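 further: peak over basal fluorescence ratio in a 140 s read after ATP addition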
# TAAR1 ag = human TAAR1 agonism; 0.99% of 360,000 active; CHO RD-HGA16 TAAR1, Fluo-8 calcium fluorescence; vehicle wells 0%, saturating PEA agonist 100%; Q96RJ0; activation, % at 3 µM; AID 624467;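 active means activation above the mean activation of all test compounds in the run plus 3 SD, cut at about 38% in these data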
#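 System: CHO-derived RD-HGA16 cells with stable Gα16 and human TAAR1. Times: 17-24 h plating, Fluo-8 75 min 37 °C, 30 min RT. Measured by: calcium-sensitive Fluo-8 signal, excitation 470-495, emission 515-575 nm. Read-out basis: % activation relative to PEA EC100 response. Control set: DMSO and PEA EC100. Repeats: no replicates (n 1).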
# M1 ag = human M1 muscarinic receptor agonism. P11229. CHO-K1 hM1, Fluo-8 calcium fluorescence, agonist mode; 0% DMSO, 100% acetylcholine EC100. activation, % at 3 µM. 0.33% of 360,000 active. AID 588814;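 active means activation above the run's mean compound activation plus 3 SD, cut at about 16% in these data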;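 further: peak over basal fluorescence ratio within a 140 s kinetic read after compound addition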
# * hit, by the source's call; . = no result given.
SMILES,CHO parental Ca,TAAR1 antag,M1 ag parental,CHO-K1 Ca antag,V1R ag counter,OXTR potentiate,CHO-K1 Ca PAM,TAAR1 ag,M1 ag
Cn1c(-c2ccccc2)cc(=O)c2ccccc21,-7.1,5.4,-0.6,-12.7,-0.1,4.3,16.1,7.2,-9.1
CCN(Cc1ccccc1)Cc1cc(OC)cc(OC)c1,-8.0,8.8,-0.3,9.7,-1.3,2.0,11.6,2.7,-6.9
CC(Oc1cccc(Cl)c1)C(=O)NC1CC(C)(C)NC(C)(C)C1 (centres undefined),-3.8,-25.4,0.1,6.5,-0.6,-8.0,-4.8,1.8,-7.2
CCCc1[nH]n(-c2nc3ccccc3s2)c(=O)c1C=NCCCN(CC)CC,-10.9,1.1,-0.2,1.3,-1.0,-9.0,0.2,5.1,-8.7
CCOC(=O)COc1cc2c(C(=O)OCC)c(C)oc2cc1Br,-8.7,6.2,0.4,-7.9,-0.9,5.7,13.5,-3.1,-1.5
Cc1cccc(N2CN(Cc3ccco3)CNC2=S)c1C,-8.1,-0.6,0.3,-1.7,1.2,-1.5,-1.3,3.6,0.8
CCOc1cc(OCC)cc(C(=O)N2CCC[C@H]2C(=O)N2CCC[C@H]2C(=O)NCc2ccccn2)c1,.,6.0,1.4,-2.7,.,.,-0.4,1.5,.
O=C(N=C1SC2CS(=O)(=O)CC2N1c1ccc(F)c(Cl)c1)C1CCCO1 (centres undefined),-3.2,-12.6,0.6,-14.0,-0.9,-5.0,4.0,0.2,-1.5
O=C(Nc1ccc(N2CCCCC2)c(Cl)c1)c1ncn[nH]1,-20.7,-5.9,-0.2,13.4,-0.2,-2.5,0.6,8.0,-0.3
CC(NS(=O)(=O)c1ccc2[nH]c(=O)[nH]c2c1)c1ccc(F)cc1 (centres undefined),.,4.8,0.4,-0.6,.,.,14.5,2.1,-1.7
Cc1c(-c2ccc(F)cc2)[n+](=O)c(-c2ccc(F)cc2)c(C)n1[O-],3.5,-14.2,0.0,-6.5,0.9,-6.0,0.5,3.1,-1.7
COc1ccccc1NC1=NC(c2ccc(Cl)cc2)N=C(N)N1 (centres undefined),-8.0,-2.6,-0.3,5.0,-0.4,-4.1,-3.1,5.4,-5.9
Cc1noc(C)c1C(=O)OC(C)C(=O)Nc1ccc([N+](=O)[O-])cc1C(F)(F)F (centres undefined),.,6.2,0.3,-0.3,.,.,14.6,2.9,0.2
CCCn1c(SCC(=O)O)nc2ccccc21,-5.4,.,0.7,-18.2,1.4,-2.9,22.1,.,-1.1
Clc1nc2c(-c3ccccc3)nnn2c2ccccc12,-13.3,-15.7,0.4,7.2,-0.4,0.0,-11.6,-0.5,-3.3
CCc1ccc(N2CC(C(=O)N3CCN(c4ccc([N+](=O)[O-])cc4)CC3)CC2=O)cc1 (centres undefined),.,-33.6,-0.6,14.8,.,.,-4.4,-2.6,-4.9
CCCCCC(C)NC(=O)c1ccoc1C (centres undefined),-28.4,10.7,0.3,-11.2,-1.2,1.9,18.7,0.6,-2.9
COc1cccc(C(=O)N2CCCc3ccccc32)c1,-9.0,-2.3,-0.2,-1.2,-1.0,-7.0,0.5,17.2,-3.8
O=C(O)CCCCCNC(=O)CCn1nnc2ccccc2c1=O,2.7,6.3,0.4,-10.9,0.9,0.9,5.9,0.3,-2.6
CC1CCc2ccc(F)cc2N1S(=O)(=O)c1cccs1 (centres undefined),-18.4,-16.9,-0.1,-2.6,-0.4,1.3,10.8,3.0,-6.6
O=c1[nH]c2ccc(S(=O)(=O)N3CCC(Cc4ccccc4)CC3)cc2o1,17.9,29.8,0.8,23.9*,5.5,-12.2,-6.9,3.6,-4.5
COc1ccc(C(=O)N/N=C(\C)c2ccc3c(c2)C2C=CCC2C(c2ccccc2)N3)cc1 (centres undefined),6.5,.,-0.2,-14.1,-0.1,2.3,24.1,.,1.9
CCc1nnc(NC(=O)CSc2nc(N)c(NC(=O)c3ccc(OC)cc3)c(=O)[nH]2)s1,-10.3,-10.1,0.1,9.4,3.1,-6.9,-10.8,1.1,-2.0
O=C(COC(=O)c1cc(S(=O)(=O)N2CCOCC2)ccc1Cl)NC1CC1,-6.1,-0.8,1.0,-13.8,-0.5,-5.0,6.1,12.2,-3.2

# Full records from above. Values in the order: CHO parental Ca | TAAR1 antag | M1 ag parental | CHO-K1 Ca antag | V1R ag counter | OXTR potentiate | CHO-K1 Ca PAM | TAAR1 ag | M1 ag
# COc1cccc(C(=O)N2CCCc3ccccc32)c1 reads -9.0 | -2.3 | -0.2 | -1.2 | -1.0 | -7.0 | 0.5 | 17.2 | -3.8
# Cc1noc(C)c1C(=O)OC(C)C(=O)Nc1ccc([N+](=O)[O-])cc1C(F)(F)F (centres undefined) reads . | 6.2 | 0.3 | -0.3 | . | . | 14.6 | 2.9 | 0.2
# O=C(COC(=O)c1cc(S(=O)(=O)N2CCOCC2)ccc1Cl)NC1CC1 reads -6.1 | -0.8 | 1.0 | -13.8 | -0.5 | -5.0 | 6.1 | 12.2 | -3.2
# Clc1nc2c(-c3ccccc3)nnn2c2ccccc12 reads -13.3 | -15.7 | 0.4 | 7.2 | -0.4 | 0.0 | -11.6 | -0.5 | -3.3

# (cont.)
SMILES,CHO parental Ca,TAAR1 antag,M1 ag parental,CHO-K1 Ca antag,V1R ag counter,OXTR potentiate,CHO-K1 Ca PAM,TAAR1 ag,M1 ag
Cc1ccc(OCC(=O)Nc2ccc3oc(=O)ccc3c2)c(C)c1,-4.2,8.9,3.2,-11.1,4.7,-12.3,-9.7,0.2,-3.0
COc1ccc(S(=O)(=O)N(CCN2CCOCC2)Cc2cc(OC)ccc2OC)cc1,-22.4,-9.7,-0.1,-5.3,-0.1,-7.9,10.6,8.4,-3.2
O=C(Nc1ncc2c(n1)CC(c1ccccc1)CC2=O)c1ccco1 (centres undefined),-8.8,-4.2,9.4,-6.0,0.6,-1.5,23.9,13.6,-5.4
CN(CC(=O)Nc1ccccc1Br)C(=O)c1ccc2c(=O)n3c(nc2c1)CCC3,-8.4,5.8,0.0,-5.7,-0.5,-3.2,7.0,2.2,-4.4
COc1cc(C(=O)Nc2cccc(NC(=O)c3cccs3)c2)cc(OC)c1OC,.,51.2*,4.4,7.7,.,.,1.6,12.3,-2.3
Cc1coc2c1c(C)cc1oc(=O)c(CC(=O)N[C@H](C(=O)O)C(C)C)c(C)c12,8.7,-0.7,1.3,-0.4,1.4,-9.8,4.5,2.3,-2.8
CN1CCN(c2nc(-c3cccs3)cc(C(F)(F)F)n2)CC1,-6.2,6.2,1.7,-9.6,-0.2,-8.1,19.7,25.2,-3.5
CCCCOc1ccc(Cl)cc1CSc1nnc(CC)n1N,-17.8,9.8,0.8,-20.5,0.3,-1.2,12.8,8.6,-1.2
CCCOc1cc(C)c(S(=O)(=O)n2nnc3ccccc32)cc1C,-11.0,-20.9,0.2,-0.3,0.5,-0.1,2.5,4.8,-2.7
CC(Sc1nnc(-c2ccc(Cl)cc2Cl)n1Cc1ccccc1)C(=O)Nc1nccs1 (centres undefined),-6.3,13.1,3.1,-7.5,0.7,-8.4,26.0,10.7,-2.7
O=C(Nc1ccc(F)cc1)C1CCCN(S(=O)(=O)c2cccc3nonc23)C1 (centres undefined),4.1,6.7,0.9,-8.6,18.7,-10.2,15.8,0.0,-3.6
C[C@H](NC(=O)NC1CCCc2ccccc21)C(=O)O (some centres undefined),-6.0,.,0.5,7.5,1.2,-5.7,-11.4,.,-2.4
COc1ccccc1P(=O)(c1ccccc1)c1ccccc1,-7.7,-14.3,0.2,-12.3,0.0,-7.8,10.9,1.6,-1.4
Cc1cc[n+](CCc2ccccc2)cc1C,-0.8,-1.0,0.8,3.9,1.0,-2.5,10.1,-0.7,-11.0
CC(O)[C@H]1CC[C@H]2[C@@H]3CC[C@H]4C[C@@H](O)CC[C@]4(C)[C@H]3C(=O)C[C@]12C (some centres undefined),-1.7,-1.9,3.5,-12.3,2.5,-3.6,12.2,19.7,-0.3
COc1ccccc1NC(=O)Cn1cnc2c(nnn2-c2ccc(C)cc2)c1=O,-17.4,-1.5,-0.2,-1.8,0.7,-3.5,16.5,11.6,-8.9
CC1(C)CC(=O)C2(CC3=C(CC(C)(C)CC3=O)O2)C(=O)C1,6.1,0.3,1.4,4.6,3.6,-25.4,12.6,0.5,-2.9
Clc1ccccc1-c1ncc2ccccn12,-4.1,-8.9,0.4,-0.6,-0.2,5.7,11.4,-1.4,-6.7
COc1ccc(C2=C(C)C(N3CCN(C(=O)c4ccco4)CC3)=NS2(=O)=O)cc1,-9.3,-26.9,0.2,-18.3,1.2,-4.8,12.7,9.5,-3.6
CN(C)c1ccc(NC(=O)Nc2csc3ccccc23)cc1,-15.0,-14.4,3.0,0.3,-1.8,-11.8,1.2,7.5,-1.9
Cc1cccc(NC(=S)N2CCC(c3nc4ccccc4o3)CC2)c1C,-15.3,-18.9,0.6,-9.4,0.6,1.4,1.0,-1.3,-3.7
Cc1cc(N)n(-c2ccccc2)n1,-3.0,-9.6,0.2,-3.7,0.0,-7.0,8.5,19.9,-0.9
COc1ccc(-c2oc3c(c2C(=O)OCCO)C(OCCO)CCC3)cc1 (centres undefined),.,1.6,0.7,-9.9,.,.,18.1,0.0,.
CCc1oc2ccccc2c1C(=O)CCN1CCCCC1,-12.4,6.1,0.9,4.8,-0.3,3.5,8.1,13.9,-6.2
Cc1c(C(=O)N2CCCCC2)c(S(=O)(=O)NCc2ccccc2Cl)c(C)n1C,-13.4,-8.2,1.0,-20.3,-0.1,2.4,23.2,3.6,-6.6
COc1cccc(-c2[nH]nc3c2C(c2ccsc2)C(C#N)=C(N)O3)c1 (centres undefined),-27.0,-3.9,2.4,-5.2,0.1,-3.7,16.7,3.0,-6.6
CCn1nc(C(=O)OC2CCOC2=O)c2ccccc2c1=O (centres undefined),2.3,1.6,-0.1,-1.0,-0.1,0.3,-0.6,-0.8,-4.2
CC1(C)CC(NS(=O)(=O)c2ccccc2)CC(C)(C)N1,-6.8,14.9,-0.1,-1.6,1.7,-24.8,0.6,1.7,-5.2
CCN(c1ccccc1)S(=O)(=O)c1cccc(C(=O)NCC(c2ccco2)N2CCCCC2)c1 (centres undefined),.,-17.5,-0.3,2.2,.,.,-2.4,0.2,-8.5
COc1cccc(C(=O)NCCC2=CCCCC2)c1OC,-17.0,-3.5,0.4,-14.8,2.4,-10.2,20.5,17.8,-3.9
CC(=O)NCC(=O)OC(C(=O)c1ccccc1)c1ccc(Cl)cc1 (centres undefined),-1.4,-10.6,1.0,2.6,1.8,-7.0,9.1,5.0,-5.4
